# PMI inhibitors = MPI enzyme activity inhibition – biochemical, fluorescence intensity, coupled assay, primary screen (AID 1209). purified PMI enzyme, coupled fluorescence intensity; higher % means a stronger effect. inhibition, % at 20 µM; hits with a dose series show IC50 in µM. 0.42% of 190,000 active;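 further: plate controls were DMSO vehicle for no effect and wells lacking substrate for full effect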
# Dynein transport = dynein cargo transport inhibition; 0.47% of 220,000 active; AID 1381; 3617.4 mouse cells, GR-EGFP nuclear translocation imaging; test concentration mostly 20 µM; stimulated with dexamethasone, 1 µM; stronger effect = lower value; z-score, hits read low;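 active means plate z-score of nuclear minus cytoplasmic receptor signal below a set negative limit, without overly bright fluorescence or cell loss, cut at about -3.5 in these data, passing the limit was not always enough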;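 further: z-score of nuclear minus cytoplasmic ring GR-EGFP intensity difference per well; some compounds called inactive have numbers as strong as hits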
#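 Schedule: 48 h induction, then 1 h compound, then 30 min agonist, 37 °C. Buffer or medium: tetracycline-free induction medium containing charcoal-stripped FBS. Reagent: 1.0 µM final dexamethasone stimulus. Evaluation: nuclear versus cytoplasmic GR-EGFP signal, averaged per well. Signal: high-content fluorescence imaging after fixation.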
# MT stabilize HCS = stabilizes microtubules in HeLa cells. AID 2205. HeLa tubulin immunostaining HCS, 24 h; share of cells brighter than vehicle mean+2SD. 0.83% of 200,000 active. % tubulin-high responders, % at 10 µM;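 active means plate Z-score above 3 for both tubulin-high and condensed-nucleus cell shares, with cell loss under 80%, at 10 µM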;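 further: anti alpha tubulin signal scored within the nucleus-defined area of each cell; some results filed as inactive read as strong as hits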
# Autophagy mod = modulators of autophagy; MEF GFP-LC3 puncta imaging; test concentration mostly 10 µM; calls only at 10 µM (by protocol); 0.98% of 190,000 active;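 active means percentage of spot-positive cells more than 3 SD above its plate mean, without a fluorescence outlier flag or 80% toxicity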;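 further: spot-positive cell cutoff set from DMSO-treated cells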
# Yfh1-off respiration = enhancers of respiration in Yfh1-depleted yeast, dose response, Friedreich's ataxia, plus single-dose screen (AID 1465); S. cerevisiae Yfh1-off respiration, WST-1 reduction, 72 h; higher fold induction means a stronger effect; fold induction at 50 µM; hits with a dose series show EC50 in µM; 0.074% of 220,000 active;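 active means fold induction of absorbance versus untreated yeast above a set limit, then at least 30% activation at any dose in follow-up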;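 further: activators that raise dye reduction in frataxin-depleted yeast; strong numbers were not always called active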
# bCat nuc transl = modulators of beta-catenin nuclear translocation. nuclear translocation activity, % at 5 µM. AID 1665. 0.3% of 190,000 active. HeLa beta-catenin nuclear translocation, immunofluorescence imaging;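 active means nuclear translocation activity above 50% at 5 µM, with a well cell count of 50 or more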;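 further: per-cell ratio of nuclear to cytoplasmic median beta-catenin stain intensity; plate controls were DMSO negative control for no effect and GSK-3 inhibitor IX positive control for full effect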
#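 Test system: human HeLa cell line; Doses: 5 µM primary, 0.02–20 µM confirmation; Incubation: 24 h compound exposure, 37°C; Detection: beta-catenin immunofluorescence imaging with DAPI; Read-out: beta-catenin nuclear/cytoplasmic ratio, % activation.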
# human PMI inhibitors = human PMI inhibitors, high substrate, primary screen, biochemical, fluorescence intensity, high mannose 6-phosphate (AID 1220) | 0.66% of 190,000 active | inhibition, % at 20 µM, or IC50 in µM where a hit was titrated | recombinant PMI enzyme, coupled fluorescence intensity; higher % means a stronger effect
# WT yeast gro inh = growth inhibition of WT yeast, mitochondrial fusion screen; 2.1% of 190,000 active; mitochondrial fusion phenotypic screen, WT strain; AID 1362; inhibition, % at 10 µM; in the data active means inhibition above about 58%; tested in S. cerevisiae
# Ins promoter up = MIN6 insulin promoter up-regulation | MIN6 insulin promoter-GFP reporter, high-content imaging; stronger effect = higher value | z-score at 5 µM | 0.3% of 190,000 active;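 active means z-score above 3 at 5 µM with at least 500 cells counted in the well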
# WT yeast gro inh mutant strain = further read-out of WT yeast gro inh, marked with its call; inhibition, %; mitochondrial fusion phenotypic screen, mutant strain inhibition
# Dynein transport cytoplasmic EGFP = also measured in Dynein transport; calls as there; z-score; measured here: cytoplasmic GR-EGFP intensity; stronger effect = higher value
# Dynein transport nuclear GR-EGFP = also measured in Dynein transport; calls as there; z-score; measured here: nuclear GR-EGFP intensity;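 lower value marks the stronger effect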
# Dynein transport cell count = also measured in Dynein transport; calls as there; z-score; measured here: cell count per field
# Ins promoter up cell count = further read-out of Ins promoter up, marked with its call; cell count; measured here: cytotoxicity, nuclei count;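 total cells summed across four imaged fields per well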
# bCat nuc transl cell count 5 µM = further read-out of bCat nuc transl, marked with its call; cell count; measured here: cell count, cytotoxicity flag
# MT stabilize HCS Hoechst-high % = also measured in MT stabilize HCS; calls as there; % Hoechst-high responders; measured here: nuclear condensation Hoechst responders;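 share of cells brighter than vehicle mean plus two SD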
# MT stabilize HCS cytotoxicity % = further read-out of MT stabilize HCS, marked with its call; toxicity, %; measured here: cytotoxicity by cell density;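 0% = mean cell density of plate MIN control wells and 100% = no cells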
# Autophagy mod cell loss 18 h = recorded beside Autophagy mod, whose call it bears; toxicity, %; measured here: cell loss, nuclei count;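 cell loss after 18 h compound exposure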
# * marks the source's active call; other numbers are inactive results; i = inactive; · = not tested or not shown. Unless noted, no stated cut-off is given here; in the data, active means inhibition above about 50%; inactive means the rest.
# Assay codes – A = PMI inhibitors; B = Dynein transport; C = Dynein transport cytoplasmic EGFP; D = Dynein transport nuclear GR-EGFP; E = Dynein transport cell count; F = MT stabilize HCS; G = MT stabilize HCS Hoechst-high %; H = MT stabilize HCS cytotoxicity %; I = Autophagy mod; J = Autophagy mod cell loss 18 h; K = Yfh1-off respiration; L = bCat nuc transl; M = bCat nuc transl cell count 5 µM; N = human PMI inhibitors; O = WT yeast gro inh; P = WT yeast gro inh mutant strain; Q = Ins promoter up; R = Ins promoter up cell count
1: CCN(CC)c1ccc(C=C2C(=O)N(C)C(=S)N(C)C2=O)o1
  A: 6% | B: -0.4 | C: 1.5 | D: -0.32 | E: 0.66 | F: 1.6 | G: 2.8 | H: 4.9 | I: i | J: 5 | K: i | L: · | M: · | N: 7% | O: -18 | P: 20 | Q: 0.77 | R: 1397
2: CCCCn1c(O)c(C(CC)=NCCCn2ccnc2)c(=O)[nH]c1=O
  A: · | B: 0.56 | C: -0.24 | D: 0.045 | E: 0.16 | F: · | G: · | H: · | I: · | J: · | K: i | L: -0.1 | M: 1356 | N: · | O: · | P: · | Q: -1 | R: 1106
3: Cc1ccc(C2(O)CC(C)N(C)CC2C)cc1 (stereo not drawn)
  A: -3% | B: 0.23 | C: -0.24 | D: 0.41 | E: -0.42 | F: 3.3 | G: 3.2 | H: 8.8 | I: i | J: 13 | K: i | L: -5.0 | M: 948 | N: 2% | O: 15 | P: 10 | Q: 0.15 | R: 1527
4: CC1CCCCN1Cc1cccnc1 (stereo not drawn)
  A: -8% | B: -0.17 | C: 0.15 | D: -0.14 | E: 0.29 | F: 1.5 | G: 2.4 | H: 5.8 | I: i | J: 8 | K: i | L: -2.5 | M: 1047 | N: -2% | O: -9 | P: 5 | Q: 0.72 | R: 1389
5: O=c1c2ccccc2nc(-c2ccco2)n1-c1cccnc1
  A: -5% | B: -0.75 | C: -0.19 | D: -0.49 | E: 0.84 | F: 2.0 | G: 1.8 | H: 5.7 | I: i | J: 4 | K: i | L: -0.5 | M: 1185 | N: -6% | O: 9 | P: 15 | Q: 1.3 | R: 888
6: CC(Cc1cccs1)NCc1ccc(Cl)cc1 (stereo not drawn)
  A: -12% | B: 0.6 | C: -0.23 | D: 0.73 | E: -1.7 | F: 3.2 | G: 2.4 | H: 0.8 | I: i | J: -6 | K: i | L: -0.3 | M: 1095 | N: -1% | O: -7 | P: 28 | Q: 0.1 | R: 1297
7: COc1ccc(C=C2C(=O)N(C)C(=O)N(C)C2=O)cc1COc1ccc(NC(C)=O)cc1
  A: · | B: -0.73 | C: -0.26 | D: -0.29 | E: 0.54 | F: · | G: · | H: · | I: · | J: · | K: i | L: 0.1 | M: 1273 | N: · | O: · | P: · | Q: -0.42 | R: 1154
8: CCN1CCN(c2ccc(NC(C)=O)cc2Cl)CC1
  A: 10% | B: -0.96 | C: -0.35 | D: -0.46 | E: 0.77 | F: 1.4 | G: 1.4 | H: 0.8 | I: i | J: 8 | K: i | L: 0.2 | M: 1481 | N: 14% | O: -5 | P: -1 | Q: 0.02 | R: 1502
9: O=P(Nc1cccnc1)(Oc1ccccc1Cl)Oc1ccccc1Cl
  A: 15% | B: -0.14 | C: -0.3 | D: -0.22 | E: -0.39 | F: 2.7 | G: 3.0 | H: 6.2 | I: i | J: -8 | K: i | L: 1.3 | M: 947 | N: 8% | O: 4 | P: 11 | Q: -0.07 | R: 1316
10: CCOC(=O)C(O)(c1ccc(N=Cc2ccccc2O)c(C)c1)C(F)(F)F (stereo not drawn)
  A: 0% | B: -0.31 | C: -0.31 | D: -0.51 | E: 0.2 | F: 5.3 | G: 2.2 | H: 11 | I: i | J: -7 | K: i | L: 0.5 | M: 478 | N: 9% | O: -9 | P: -20 | Q: -0.45 | R: 1326

# From entry 1 as far as 5, as listed above:
# Assay codes – A = PMI inhibitors; B = Dynein transport; C = Dynein transport cytoplasmic EGFP; D = Dynein transport nuclear GR-EGFP; E = Dynein transport cell count; F = MT stabilize HCS; G = MT stabilize HCS Hoechst-high %; H = MT stabilize HCS cytotoxicity %; I = Autophagy mod; J = Autophagy mod cell loss 18 h; K = Yfh1-off respiration; L = bCat nuc transl; M = bCat nuc transl cell count 5 µM; N = human PMI inhibitors; O = WT yeast gro inh; P = WT yeast gro inh mutant strain; Q = Ins promoter up; R = Ins promoter up cell count
1: CCN(CC)c1ccc(C=C2C(=O)N(C)C(=S)N(C)C2=O)o1
  A: 6% | B: -0.4 | C: 1.5 | D: -0.32 | E: 0.66 | F: 1.6 | G: 2.8 | H: 4.9 | I: i | J: 5 | K: i | L: · | M: · | N: 7% | O: -18 | P: 20 | Q: 0.77 | R: 1397
2: CCCCn1c(O)c(C(CC)=NCCCn2ccnc2)c(=O)[nH]c1=O
  A: · | B: 0.56 | C: -0.24 | D: 0.045 | E: 0.16 | F: · | G: · | H: · | I: · | J: · | K: i | L: -0.1 | M: 1356 | N: · | O: · | P: · | Q: -1 | R: 1106
3: Cc1ccc(C2(O)CC(C)N(C)CC2C)cc1 (stereo not drawn)
  A: -3% | B: 0.23 | C: -0.24 | D: 0.41 | E: -0.42 | F: 3.3 | G: 3.2 | H: 8.8 | I: i | J: 13 | K: i | L: -5.0 | M: 948 | N: 2% | O: 15 | P: 10 | Q: 0.15 | R: 1527
4: CC1CCCCN1Cc1cccnc1 (stereo not drawn)
  A: -8% | B: -0.17 | C: 0.15 | D: -0.14 | E: 0.29 | F: 1.5 | G: 2.4 | H: 5.8 | I: i | J: 8 | K: i | L: -2.5 | M: 1047 | N: -2% | O: -9 | P: 5 | Q: 0.72 | R: 1389
5: O=c1c2ccccc2nc(-c2ccco2)n1-c1cccnc1
  A: -5% | B: -0.75 | C: -0.19 | D: -0.49 | E: 0.84 | F: 2.0 | G: 1.8 | H: 5.7 | I: i | J: 4 | K: i | L: -0.5 | M: 1185 | N: -6% | O: 9 | P: 15 | Q: 1.3 | R: 888

# High-throughput results: PubChem BioAssay, several laboratories

# Only part of the results is shown, so the mix of outcomes need not match the whole.
